Screening results deposited in PubChem by National Center for Advancing Translational Sciences (NCATS).
Menin-MLL TR inh – inhibitors of human menin-MLL interaction, mutant MLL peptide; Menin + Texas Red MLL mutant peptide, fluorescence polarization; hit rate 0.23% among 270,000; Potency, µM (series often up to 61.6 µM), for inactives: at the highest dose FP activity change, negative = inhibition, most hits filed as inhibitors; O00255; active = well fitted inhibition curve with a large enough effect in the polarisation, with a control signal flat, not every such curve was filed as active; inconclusive = small, poorly fitted or top-dose-only effect, or effect the other way, or a change in a side signal; inactive = no such curve, though single readings can be large or run the other way; the % refers to the polarisation; note: potency is the fitted concentration of half-maximal effect; % of control where 0% means no effect; many of its hits are not listed in these tables
TRPV1 ag – human TRPV1 agonism. hit rate 0.19% among 320,000. AID 540275. activation, % at 8.33 µM. TRPV1-expressing cells, Fluo-8 calcium influx, agonist mode. Q8NER1; in the data active = activation above about 80%; inconclusive = between about 30% and that limit; note: 0% is about no effect
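Cells expressing TRPV1 were dye-loaded with Fluo-8 and read kinetically: 10 s baseline, 3 min after compound (agonist portion), then 2 min after EC20 capsaicin (allosteric enhancer portion). Calcium-bound dye fluorescence at 480/520 nm.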
Giardia killer – Giardia lamblia killing. Giardia lamblia trophozoite viability. activity change, % at 7.66 µM, hits read low. hit rate 0.15% among 340,000. AID 540267; in the data active = activity change below about -80%; inconclusive = between about -30% and that limit;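 note: parasites exposed to compound for two days anaerobically before the ATP read; % is set by controls: 0 for no effect and ±100 for the full control effect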
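Trophozoite viability was measured as ATP-dependent luminescence, read 15-30 min after reagent addition. Before that, parasites at 100 cells/well were exposed to compounds for 48 h, anaerobically, at 37 deg C.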
B2AR arrestin – beta2AR (human) beta-arrestin recruitment activity; P07550; Potency, µM (top dose mostly 46.1 µM), for inactives: top-dose activation, actives largely listed as activators; hit rate 0.02% among 330,000; AID 492947; beta-arrestin recruitment to beta2AR, cell-based reporter;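 note: potency is the fitted concentration of half-maximal effect; 0% = DMSO controls and full agonism = EC100 isoproterenol or metaproterenol; nearly all actives have a fitted effect of over 65% in size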
PKM2 activator – activators of human pyruvate kinase M2. P14618. purified PKM2, Kinase-Glo ATP luminescence, activation; response scale: 0% is enzyme alone, no compound. Potency, µM (series often up to 57.5 µM), for the others: at the highest dose activation, hits mostly activators. hit rate 0.34% among 260,000. AID 1631; note: potency is the fitted concentration of half-maximal effect; % is set by controls: 0 for no effect and ±100 for the full control effect; nearly all actives have a fitted effect of over 55% in size
Target sequence (P14618 whole entry, looked up): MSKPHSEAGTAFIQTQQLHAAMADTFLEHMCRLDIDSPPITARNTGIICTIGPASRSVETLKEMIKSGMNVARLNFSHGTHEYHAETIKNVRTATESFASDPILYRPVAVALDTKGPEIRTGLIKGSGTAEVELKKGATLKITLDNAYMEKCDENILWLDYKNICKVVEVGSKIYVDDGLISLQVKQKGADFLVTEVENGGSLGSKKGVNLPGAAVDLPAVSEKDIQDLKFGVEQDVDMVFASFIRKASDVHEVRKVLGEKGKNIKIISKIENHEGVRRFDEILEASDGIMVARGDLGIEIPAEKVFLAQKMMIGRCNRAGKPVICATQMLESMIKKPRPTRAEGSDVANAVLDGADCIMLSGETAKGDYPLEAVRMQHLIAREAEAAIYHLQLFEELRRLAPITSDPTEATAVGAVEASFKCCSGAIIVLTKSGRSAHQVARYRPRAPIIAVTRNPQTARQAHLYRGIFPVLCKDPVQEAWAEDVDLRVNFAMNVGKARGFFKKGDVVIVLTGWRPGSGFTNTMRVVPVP
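hPK-M2, >95% pure; 0.1 mM ADP / 0.5 mM PEP final; imidazole pH7.2 buffer w/ 7 mM MgCl2, 50 mM KCl; 1 h RT; Kinase-Glo lum. Intermediate enzyme activity for dual inhibitor/activator qHTS.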
FBPA coupling cs – coupling enzyme interference in Giardia aldolase counter-screen; AID 2472; hit rate 0.67% among 290,000; activity change, negative = inhibition, % at 58.2 µM, hits read low; coupling enzyme system counterscreen, AmpLite Red fluorescence; in the data active = activity change below about -30%; note: % is set by controls: 0 for no effect and ±100 for the full control effect
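Counterscreen of the coupled detection system alone, without aldolase: glyceraldehyde-3-phosphate coupling enzymes plus AmpLite Red readout. Compounds at 57.5 uM final, 10 min RT preincubation, 20 min RT reaction, fluorescence 525/598 nm.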
USP2a inh – inhibitors of human ubiquitin-specific protease USP2a. O75604. USP2 core, Ub-CHOP2 coupled fluorogenic reporter, 485/531. Potency, µM (titrated, usually from 38.3 µM), inactives show at the highest dose activity change, negative = inhibition, usual class: inhibitors. hit rate 0.01% among 330,000. AID 463254;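 note: potency is the fitted concentration of half-maximal effect; plate controls were DMSO wells for no effect and full inhibition by NEM control for full effect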
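Cell-free coupled assay: 10nM USP2 core preincubated 30min RT with compound in Tris-HCl pH 8.0/CaCl2/CHAPS buffer, then 25nM Ub-CHOP2 and 25nM reporter substrate; fluorescence (Ex 485/Em 531) read after 60min RT, normalized to NEM inhibition, concentration-response curves fitted.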
hERG WT inh – KCNH2 (human, wildtype) channel inhibition. Q12809. U2OS, BacMam KCNH2, thallium flux FluxOr; stronger effect = lower value. activity change, % at 1.84 µM. hit rate 0.37% among 340,000. AID 720551;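 active = maximum activity change below -70%; inconclusive = maximum activity change between -70% and -50%; inactive = maximum activity change above -50%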; note: % is set by controls: 0 for no effect and ±100 for the full control effect
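U2OS cells were transduced with wild-type KCNH2 virus (2.03 x 10^8 / mL) for 4 h at room temperature, then cultured overnight at 37 C. Thallium flux was read with FluxOr dye. Rate constants were normalized to DMSO controls.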
KCNH2 3.1 block – KCNH2 3.1 (human) potassium channel inhibition. U2OS KCNH2 3.1, thallium flux FluxOr; stronger effect = lower value. activity change, % (tested at about 1.8 µM). hit rate 0.95% among 340,000;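 active = maximum activity change below -70%; inconclusive = maximum activity change from -70% to -50%; inactive = maximum activity change above -50%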;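 note: thallium influx rate constant from kinetic fluorescence after stimulation buffer; % is set by controls: 0 for no effect and ±100 for the full control effect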
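Normalized rate constant (relative to positive and negative DMSO controls) derived from a 2 min kinetic fluorescence read after stimulation; U2OS cells expressing the 3.1 isoform via virus at 1.77 x 10^8 /mL.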
MLL CXXC-DNA inh – inhibitors of human MLL CXXC domain-DNA interaction | MLL-CXXC / FITC-HOXA9 DNA fluorescence polarization | Potency, µM (highest dose often 115 µM), without a hit: at the top dose activity change, negative = inhibition, hits mostly inhibitors | hit rate 0.037% among 290,000; active = well fitted inhibition curve with a large enough effect in the polarisation, with a control signal flat, not every such curve was filed as active; inconclusive = small, poorly fitted or top-dose-only effect, or effect the other way, or a change in a side signal; inactive = no such curve, though single readings can be large or run the other way; the % refers to the polarisation; note: potency is the fitted concentration of half-maximal effect
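Fluorescence polarization: 7 uM MLL-CXXC (stock) preincubated 5 min with compounds, then 50 nM fluorescein-HOX-A9 DNA (stock) added; 30 min ambient. Buffer 50 mM Tris-HCl pH 7.5, 50 mM NaCl, 1 mM DTT, 0.05% BSA.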
GALK inh – blocks human galactokinase activity. hit rate 0.007% among 270,000. AID 1868. P51570. Purified GALK, Kinase-Glo residual ATP luminescence. Potency, µM (highest dose often 57.5 µM), for inactives: top-dose activity change, negative = inhibition, most hits filed as inhibitors; note: potency is the fitted concentration of half-maximal effect; % is set by controls: 0 for no effect and ±100 for the full control effect
Target sequence (P51570 whole entry, looked up): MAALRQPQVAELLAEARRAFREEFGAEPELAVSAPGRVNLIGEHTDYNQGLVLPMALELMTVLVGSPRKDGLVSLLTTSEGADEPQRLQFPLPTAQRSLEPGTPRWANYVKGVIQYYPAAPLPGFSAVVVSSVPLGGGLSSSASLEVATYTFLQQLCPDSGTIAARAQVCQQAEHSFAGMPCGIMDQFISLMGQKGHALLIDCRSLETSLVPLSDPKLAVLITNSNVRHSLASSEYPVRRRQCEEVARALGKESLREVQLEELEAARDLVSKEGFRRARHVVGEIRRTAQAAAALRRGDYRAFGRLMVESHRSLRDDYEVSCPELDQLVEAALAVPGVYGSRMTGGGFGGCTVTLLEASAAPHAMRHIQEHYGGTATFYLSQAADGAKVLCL
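Quantitative HTS: GALK 5 nM, ATP 35 uM, galactose 100 uM, 1 h room temperature, then luciferase-based ATP detection.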
* marks the source's active call; other numbers are inactive results; u = inconclusive; x = no result given; [ ] = another dose, or the depositor's remark. Unless noted, calls come from the whole dose curve; as a rule, active = well fitted curve in the direction sought with a large enough effect; inconclusive = small, poorly fitted or top-dose-only effect, or another doubt; inactive = no such curve, though single readings can be large; an effect the other way counts as inactive or inconclusive. This is a subset, so the mix of outcomes need not match the whole.

1	Cc1cc(=O)oc2cc(OCC(=O)N3CCN(C(C)c4ccccc4)CC3)c(Cl)cc12 (stereo not drawn)
2	CCOP(=O)(OCC)C(NC(=O)c1ccc(OC)cc1)C(Cl)(Cl)Cl (stereo not drawn)
3	Cc1cc2ccccc2n1CCNC(=O)COc1ccccc1
4	COCCCNC(=O)c1c(NC(=O)c2ccccc2Cl)n(Cc2ccccc2)c2nc3ccccc3nc12
5	Cc1ccnc(-n2c(C)nc3ccccc3c2=O)c1
6	COc1cccc(N=Cc2c(O)n(Cc3ccco3)c(=O)[nH]c2=O)c1
7	CC(=O)O[C@H]1C[C@@H]2CC[C@@H]3[C@H](CC[C@]4(C)C(=O)CC[C@@H]34)[C@@]2(C)C[C@@H]1OC(C)=O
8	O=c1c2ccccc2nc(CSc2ncnc3nc[nH]c23)n1-c1ccccc1Cl

Assay by compound | 1 | 2 | 3 | 4 | 5 | 6 | 7 | 8
Menin-MLL TR inh | x | x | u | -7% | 1% | u | x | 3%
TRPV1 ag | 0 | 0 | 28 | u | 1 | -2 | 10 | 3
Giardia killer | -14 | -8 | 15 | -4 | -10 | -7 | -2 | -10
B2AR arrestin | 0.2% | 0.3% | 0.0% | 0.0% | -0.9% | 0.0% | -0.4% | -0.3%
PKM2 activator | x | 6% | 18% | 1% | -4% | 0% | x | 1%
FBPA coupling cs | x | 0 | -2 | -3 | 0 | -2 | x | 0
USP2a inh | 1% | -5% | -1% | 0% | 0% | -1% | 1% | 1%
hERG WT inh | -4 | 1 | 1 | -4 | -31 | 19 | 0 | -1
KCNH2 3.1 block | 14 | -21 | -4 | -20 | -10 | 13 | -3 | -5
MLL CXXC-DNA inh | x | -5% | 1% | 34%[activator] | -7% | -1% | x | -8%
GALK inh | x | 9% | 0% | 1% | -1% | -1% | x | -4%

9	CC(=O)OC(C)(C)/C=C/C(=O)[C@](C)(O)[C@H]1[C@H](O)C[C@@]2(C)[C@@H]3CC=C4[C@H](C[C@H](O)C(=O)C4(C)C)[C@]3(C)C(=O)C[C@]12C
10	CCc1c(C)nc(N)nc1N1N=C1SCC(=O)OC
11	CCOc1ccc(C(=O)OC2CC3CCC(C2)N3C)cc1 (stereo not drawn)
12	Cc1ccc(C)c(NC(=O)CCNC(=O)N2C[C@H]3C[C@@H](C2)c2cccc(=O)n2C3)c1
13	CCCCc1cc(=O)oc2cc(OCC(=O)N3C[C@H]4C[C@@H](C3)c3cccc(=O)n3C4)c(Cl)cc12
14	O=P(O)(O)Oc1ccccc1P(=O)(c1ccccc1)c1ccccc1
15	COC(=O)c1ccc(NC(=O)CSc2nc3ccc(N4C(=O)C5C6C=CC(C6)C5C4=O)cc3s2)cc1 (stereo not drawn)
16	NCCCN1CCN(c2ccccc2)CC1

Assay by compound | 9 | 10 | 11 | 12 | 13 | 14 | 15 | 16
Menin-MLL TR inh | -13% | 1% | 1% | -7% | -7% | -4% | 3% | x
TRPV1 ag | -2 | -1 | 1 | -2 | -3 | -4 | 1 | x
Giardia killer | 6 | 0 | -17 | 22 | u | -18 | 9 | 9
B2AR arrestin | -0.5% | -0.5% | 0.0% | 0.2% | 0.0% | 0.1% | -0.1% | -0.5%
PKM2 activator | -4% | 4% | -2% | 2% | -7% | x | 0% | -11%
FBPA coupling cs | 4 | -2 | 3 | 1 | 1 | 3 | 1 | 0
USP2a inh | 1% | 0% | 8% | 2% | -1% | 4% | 4% | -5%
hERG WT inh | -6 | 9 | x | -4 | 3 | -2 | -8 | -5
KCNH2 3.1 block | 0 | 2 | -9 | 5 | -10 | -2 | 14 | -8
MLL CXXC-DNA inh | -7% | -10% | 5% | 5% | 2% | 4% | 7% | -4%
GALK inh | x | 0% | 2% | x | x | 1% | x | 4%

17	COc1ccccc1N1CCN(C(CNC(=O)Oc2ccccc2)c2cccnc2)CC1 (stereo not drawn)
18	CN1C2CCC1C(C(=O)O)C(OC(=O)c1ccccc1)C2 (stereo not drawn)
19	O=C(COc1ccccc1)Nc1ccc(Cl)cc1C(=O)c1ccccc1
20	O=C1/C(=C/c2cccc([N+](=O)[O-])c2)N2CCC1CC2
21	N[C@@H](Cc1cc(Br)c(O)c(Br)c1)C(=O)O
22	CC[N+](CC)(CC#CCO)CC#Cc1ccccc1
23	Cc1cc(OC(C)C(=O)NCC(O)c2ccccc2)c2c3c(c(=O)oc2c1)CCC3 (stereo not drawn)
24	O=C(CSc1ccccc1)Nc1ccc(C(=O)Nc2cccc(O)c2)cc1

Assay by compound | 17 | 18 | 19 | 20 | 21 | 22 | 23 | 24
Menin-MLL TR inh | -8% | 1% | 3% | -4% | 10% | -18% | 0% | u
TRPV1 ag | -8 | x | 5 | -2 | 5 | 0 | 1 | 26
Giardia killer | 2 | 3 | 5 | 14 | x | 4 | -25 | 9
B2AR arrestin | -1.7% | 4.7% | -2.4% | 0.1% | -0.8% | 0.0% | 0.1% | -0.5%
PKM2 activator | -3% | x | -16% | 2% | -17% | 3% | 2%[0.46 µM] | 4%
FBPA coupling cs | 7 | x | 4 | 0 | 0 | 4 | 0 | -3
USP2a inh | 2% | 1% | 3% | -2% | 1% | 2% | -7% | -2%
hERG WT inh | -10 | -1 | -3 | 4 | x | -3 | -4 | x
KCNH2 3.1 block | 1 | -2 | -6 | 13 | x | 8 | 2 | 9
MLL CXXC-DNA inh | 2% | 6% | 0% | 11% | -1% | -1% | -5% | 3%
GALK inh | 4% | x | -2% | 1% | x | -2% | 5% | -1%

Record cards, from the list above:
Listed for Cc1cc(OC(C)C(=O)NCC(O)c2ccccc2)c2c3c(c(=O)oc2c1)CCC3 (stereo not drawn) = Menin-MLL TR inh = 0%; TRPV1 ag = 1; Giardia killer = -25; B2AR arrestin = 0.1%; PKM2 activator = 2%[0.46 µM]; FBPA coupling cs = 0; USP2a inh = -7%; hERG WT inh = -4; KCNH2 3.1 block = 2; MLL CXXC-DNA inh = -5%; GALK inh = 5%
Listed for N[C@@H](Cc1cc(Br)c(O)c(Br)c1)C(=O)O = Menin-MLL TR inh = 10%; TRPV1 ag = 5; Giardia killer = x; B2AR arrestin = -0.8%; PKM2 activator = -17%; FBPA coupling cs = 0; USP2a inh = 1%; hERG WT inh = x; KCNH2 3.1 block = x; MLL CXXC-DNA inh = -1%; GALK inh = x

(more compounds)
25	CN(C)c1ccc(NC(=O)CN2C(=O)CN=C(c3ccccc3)c3cc(Cl)ccc32)cc1
26	C#CC[N+]1(C)[C@@H]2CC[C@H]1CC(OC(=O)C(CO)c1ccccc1)C2 (stereo partly drawn)
27	CC1CN(c2cc([N+](=O)[O-])ccc2Cl)CC(C)N1 (stereo not drawn)
28	Oc1cc2c(cc1CN1CCN(c3ccccc3)CC1)OCO2
29	COc1ccccc1N1CCN(Cc2cc(C)c(C)cc2O)CC1
30	Cc1c(C)c2ccc(OCC(=O)N3CCC(C(=O)O)(c4ccccc4)CC3)cc2oc1=O
31	CC(C)OC(=O)Cc1ccccc1
32	N[C@@H](Cc1c[nH]c2ccccc12)c1nnc(SCc2c(F)cccc2Cl)o1
33	CC(CCc1ccccc1)NCCC#N (stereo not drawn)
34	COc1cc(CN2CC=C(c3ccc(F)cc3)CC2)cc(OC)c1

Assay by compound | 25 | 26 | 27 | 28 | 29 | 30 | 31 | 32 | 33 | 34
Menin-MLL TR inh | -14% | -2% | 10% | -16% | -13% | -9% | x | -3% | x | u
TRPV1 ag | 7 | -5 | -2 | 0 | u | 1 | 2 | 5 | 3 | -2
Giardia killer | -7 | -2 | -10 | 20 | 12 | 17 | 5 | 18 | 0 | 7
B2AR arrestin | 0.1% | -0.7% | 0.0% | 0.1% | 0.3% | 0.0% | 0.3% | -0.7% | 0.7% | -0.9%
PKM2 activator | 15% | x | 6% | 0% | -2% | 3% | x | 7% | -3% | 6%
FBPA coupling cs | 0 | 6 | 3 | -7 | 1 | 1 | x | 0 | 2 | 1
USP2a inh | 0% | 6% | 1% | 6% | 2% | 4% | 2% | 2% | 1% | -1%
hERG WT inh | -13 | -3 | 6 | -1 | -11 | -7 | -5 | -3 | -15 | 12
KCNH2 3.1 block | -8 | 4 | -1 | -6 | -18 | 11 | 2 | 1 | 6 | -47
MLL CXXC-DNA inh | 5% | 2% | 2% | 8% | 8% | -16% | x | -1% | -1% | -12%
GALK inh | 1% | 2% | -4% | 18% | 0% | x | x | -1% | 2% | 2%
